Assay outcomes: PubChem, National Center for Advancing Translational Sciences (NCATS)
LmPK inhibitor = LmPK (Leishmania mexicana) enzyme inhibition; purified LmPK, Kinase-Glo ATP luminescence, 1 h; Potency, µM (series often up to 57.5 µM), without a hit: at the top dose activity change, negative = inhibition, actives largely listed as inhibitors; hit rate 0.37% among 290,000; AID 1721; further: potency means the concentration at half of the fitted maximal effect
Target sequence (Q27686 whole entry, looked up): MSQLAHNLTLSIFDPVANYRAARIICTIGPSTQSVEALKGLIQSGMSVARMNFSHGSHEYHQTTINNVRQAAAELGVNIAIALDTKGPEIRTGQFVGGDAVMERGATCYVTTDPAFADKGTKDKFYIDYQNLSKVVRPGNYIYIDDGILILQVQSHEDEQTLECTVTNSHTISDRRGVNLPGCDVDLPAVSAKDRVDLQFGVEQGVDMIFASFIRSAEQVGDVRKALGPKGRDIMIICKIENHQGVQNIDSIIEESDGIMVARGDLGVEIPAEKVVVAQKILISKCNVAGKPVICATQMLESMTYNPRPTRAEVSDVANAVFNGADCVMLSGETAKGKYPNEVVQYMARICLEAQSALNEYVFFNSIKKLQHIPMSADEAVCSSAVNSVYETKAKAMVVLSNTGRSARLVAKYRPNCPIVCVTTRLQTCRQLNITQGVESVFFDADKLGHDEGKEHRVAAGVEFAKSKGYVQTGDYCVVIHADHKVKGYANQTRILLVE
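Kinase-Glo luminescence read after 1 h RT reaction of 0.1 nM LmPK with 0.5 mM PEP and 0.1 mM ADP. Activity scaled between uninhibited and enzyme-free controls.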
AmpC inh no detg = blocks E. coli AmpC beta-lactamase in detergent-free assay | Potency, µM (titrated, usually from 57.1 µM), for inactives: at the top dose activity change, negative = inhibition, most hits filed as inhibitors | P00811 | hit rate 0.52% among 330,000 | AmpC nitrocefin hydrolysis, absorbance 480 nm, 0.0001% Triton;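 further: potency means the concentration at half of the fitted maximal effect; plate controls were no compound for no effect and no enzyme for full effect; nearly all actives have a fitted effect of over 20% in size; some results filed as inactive show a strong effect at the top dose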
Target sequence (P00811 whole entry, looked up): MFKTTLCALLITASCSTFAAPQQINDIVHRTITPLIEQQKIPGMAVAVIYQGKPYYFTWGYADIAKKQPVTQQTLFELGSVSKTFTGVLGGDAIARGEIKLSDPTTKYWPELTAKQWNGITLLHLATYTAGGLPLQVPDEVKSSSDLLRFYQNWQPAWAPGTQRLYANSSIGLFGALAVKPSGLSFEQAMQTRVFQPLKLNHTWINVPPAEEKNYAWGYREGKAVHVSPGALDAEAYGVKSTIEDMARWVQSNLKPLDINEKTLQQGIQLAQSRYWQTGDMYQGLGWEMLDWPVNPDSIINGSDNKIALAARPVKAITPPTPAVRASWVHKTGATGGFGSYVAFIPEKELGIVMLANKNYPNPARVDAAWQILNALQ
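20 mM phosphate pH 7.0 + 0.01% (detergent screen) or 0.0001% Triton X-100; 5.3 nM AmpC reagent; cpd preinc 15 min RT; nitrocefin (800 uM stock) to start; A480 q20 s × 4 min; Activity was normalised to no-enzyme and no-compound control wells.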
Tb PYK inh = T. brucei pyruvate kinase inhibition; AID 624173; Potency, µM (series often up to 76.8 µM), for inactives: at the top dose activity, negative = inhibition, usual class: inhibitors; TbPYK enzyme, Kinase-Glo Plus ATP luminescence, 45 min; hit rate 0.12% among 410,000; further: potency means the concentration at half of the fitted maximal effect; nearly all actives have a fitted effect of over 50% in size
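Glycolytic pyruvate kinase of T. brucei was incubated with substrate, test compound and 130 uM ADP for 45 minutes at room temperature. Luminescent Kinase-Glo Plus signal was measured after 10 minutes.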
Sm TGR inh = S. mansoni TGR enzyme inhibition; purified TGR, DTNB reduction, TNB absorbance 405 nm; hit rate 3% among 360,000; Q962Y6; Potency, µM (series often up to 114 µM), without a hit: at the highest dose activity change, negative = inhibition, most hits filed as inhibitors; AID 485364; further: potency means the concentration at half of the fitted maximal effect; nearly all actives have a fitted effect of over 60% in size
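Kinetic colorimetric format: TGR-catalysed, NADPH-driven DTNB reduction monitored via TNB absorbance. Enzyme dispensed at 20 nM; compound exposure 15 min at room temperature before reaction start.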
AmpC inh detg = blocks E. coli AmpC beta-lactamase in detergent assay | P00811 | AmpC hydrolysis of nitrocefin, absorbance 480 nm, 0.01% Triton | Potency, µM (top dose mostly 114 µM), for inactives: top-dose activity change, negative = inhibition, actives largely listed as inhibitors | hit rate 0.041% among 370,000;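 further: potency means the concentration at half of the fitted maximal effect; 0% = no-compound wells and -100% = no-enzyme wells; nearly all actives have a fitted effect of over 25% in size; some results filed as inactive show a strong effect at the top dose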
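AmpC (5.3 nM in the dispensed reagent) in 20 mM phosphate pH 7.0 with 0.01% (detergent screen) or 0.0001% Triton X-100 was preincubated with compounds for 15 min at room temperature. Nitrocefin was then added from an 800 uM solution, and hydrolysis was followed at 480 nm.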
AMA1-RON2 inh = inhibitors of Plasmodium falciparum AMA1-RON2 interaction; AlphaScreen AMA1-biotinylated RON2 peptide binding; hit rate 0.2% among 360,000; AID 720542; Potency, µM (series often up to 58.2 µM), inactives show at the top dose activity change, negative = inhibition, actives largely listed as inhibitors;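 further: potency means the concentration at half of the fitted maximal effect; 0% = vehicle wells and -100% = peptide control; nearly all actives have a fitted effect of over 45% in size; some results filed as inactive show a strong effect at the top dose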
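AMA1 (3D7) with his tag at 25 nM final met compounds first, then biotinylated RON2 peptide at 25 nM; detection used donor plus acceptor beads, 10 µg/mL apiece, read by AlphaScreen after 30 min at room temperature.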
HCMV antiviral = inhibitors of human cytomegalovirus; HFF cells, HCMV-luciferase reporter, 72 h; stronger effect = lower value; activity change, negative = inhibition, % at 57.5 µM; hit rate 4.5% among 410,000; in the data active means activity change below about -60%; inconclusive means no clear call, values can overlap the other calls; inactive means above about -39%
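Compounds were evaluated in HFFs infected with an HCMV luciferase reporter virus (MOI 1 PFU/cell). Luciferase in lysates collected 72 h post infection served as the replication measure.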
* hit, by the source's call; u = inconclusive; x = not tested or not shown; & = joins results of further samples; [ ] = dose if it differs, or a comment. Unless noted, the call rests on the fitted dose curve; in most records, active means well fitted curve in the direction sought with a large enough effect; inconclusive means small, poorly fitted or top-dose-only effect, or another doubt; inactive means no such curve, though single readings can be large; an effect the other way counts as inactive or inconclusive. Unless noted, on the % scale 0 is the no-effect control and ±100 the full control effect.

The line under a structure holds: LmPK inhibitor, AmpC inh no detg, Tb PYK inh, Sm TGR inh, AmpC inh detg, AMA1-RON2 inh, HCMV antiviral
Cc1noc(NS(=O)(=O)c2ccc(NC(=O)c3cc(S(=O)(=O)N(C)c4ccccc4)ccc3Cl)cc2)c1C
    x, x, 0%, x, x, -5%, -39
Nc1nc(=O)n(C2CC(O)C(CO)O2)cc1F (stereo not given)
    x, x, -10%, x, x, -9%, -97*
COC(=O)CSc1nc(C)cc(Oc2ccccc2)n1
    0%, -5%, 0%, 3%, u, -4%, -34
CC(=O)Nc1cccc(-c2nc3ccccc3o2)c1
    5%, 2%, 2%, -12%, u, -3%, 62
Cc1ccc(C(=O)CNc2ccccc2C)cc1
    -14%, -22%, -6%, 0%, 4%, 1%, -32
COc1ccccc1-c1cccc([C@@H]2C[C@H]3[C@H](CON3C)CN2C(=O)CCc2ccccc2)c1
    x, x, -2%, x, x, -24%, 2
Cc1ccccc1C(=O)NC(=S)NCC(=O)c1ccccc1
    1%, 5%, -5%, 0%, -4%, 35%[activator], 86
O=c1c2c3c(sc2nnn1Cc1ccc(F)cc1)CCCC3
    x, x, 0%, 6%, 12%, x, -12
CCOc1ccccc1NC(=O)Cn1c(=O)n(Cc2ccc(OC)cc2)c(=O)c2oc3ccccc3c21
    x, x, -6%, -2%, -7%, x, -8
Cc1ccc(CC2CC(=O)N(c3ccc4c(c3)OCCO4)C2=O)cc1 (stereo not given)
    0%, -3%, 1%, 0%, u, 5%, 15
CC(C)c1ccc(NC(=O)C2(C)Cc3c(-c4ccc5c(c4)OCO5)ccnc3O2)cc1 (stereo not given)
    x, x, 4%, x, x, -8%, -6
CC(CCc1ccco1)NC(=O)CCc1nnc2ccc(NCc3ccc(Cl)cc3)nn12 (stereo not given)
    1%, 37%, 5%, -6%, 0%, 4%, 3
CC(=O)CSc1nc2c(c(=O)[nH]c(=O)n2C)n1Cc1cccc(Br)c1
    -5%, -9%, -28%, 56µM*, -12%, -6%, 229
CCOc1ncccc1C(=O)OCC(=O)N(CC)c1ccccc1
    2%, 4%, 7%, 2%, 0%, 5%, u
O=C(O)c1ccc2c(c1)C(=O)/C(=C/c1ccccc1)C2=O
    0%, -8%, 35µM*, -10%, -13%, 0%, u

Entries of single compounds as entered above:
`Cc1ccc(C(=O)CNc2ccccc2C)cc1` reads LmPK inhibitor: -14%; AmpC inh no detg: -22%; Tb PYK inh: -6%; Sm TGR inh: 0%; AmpC inh detg: 4%; AMA1-RON2 inh: 1%; HCMV antiviral: -32
`CC(=O)CSc1nc2c(c(=O)[nH]c(=O)n2C)n1Cc1cccc(Br)c1` reads LmPK inhibitor: -5%; AmpC inh no detg: -9%; Tb PYK inh: -28%; Sm TGR inh: 56µM*; AmpC inh detg: -12%; AMA1-RON2 inh: -6%; HCMV antiviral: 229

Remaining list, next part:
The line under a structure holds: LmPK inhibitor, AmpC inh no detg, Tb PYK inh, Sm TGR inh, AmpC inh detg, AMA1-RON2 inh, HCMV antiviral
Cc1ccc(C)c(N2CCN(C(=O)CN3C(=S)NC(C)(C)CC3C)CC2)c1 (stereo not given)
    -7%, 56%, -6%, 4%, 2%, -12%, -31
O=C(NC1C=CS(=O)(=O)C1)c1ccccc1 (stereo not given)
    -3%, -1%, -15%, x, 7%, -12%, u
CCOCCCNc1ccc(-c2ccccc2)nn1
    -10%, -18%, -7%, -28%, 6%, -2%, 50
CCc1nnc(NS(=O)(=O)c2ccc(N=Cc3c(C)[nH]n(-c4ccc(C)cc4)c3=O)cc2)s1
    u, 46%, 6%, 3%, 1%, 17%, 23
O=C(Nc1ccccc1C(=O)OCc1nnc(-c2ccccc2)o1)c1ccco1
    0%, 3%, -16%, -1%, -4%, 2%, -14
Cc1ccc(C)c(N2CCN(S(=O)(=O)c3ccc4c(c3)NC(=O)CO4)CC2)c1
    -10%, -37%, 7%, 7%, -1%, 0%, 0
COc1ccc2cc(C(=O)C3CCCN(C(=O)/C=C/c4ccccn4)C3)ccc2c1 (stereo not given)
    0%, -17%, 3%, -1%, 2%, -19%, u
Clc1ccc2nc(-c3cccc(Br)c3)c(Cc3ccccc3)n2c1
    x, x, -2%, x, x, 1%, 8
Cc1cccc(NC(=O)CSc2ncnc3sc(C)c(C)c23)n1
    -8%, -21%, 4%, 3%, -11%, -5%, 39
O=C(CNCc1ccc(F)cc1)Nc1ccccc1[N+](=O)[O-]
    -10%, 1%, 2%, 16%, 1%, 23%, -8
Cc1ccc(S(=O)(=O)N2CCN(CCOc3c(Cl)cccc3Cl)CC2)cc1C
    x, -17%, 0%, -7%, 3%, u, -28
CCN(CC)CCNC(=O)c1ccc(CSc2nc3ccncc3n2Cc2cccc(F)c2)cc1
    x, x, 1%, -2%, 14%, x, -13
COc1ccc(-n2c(SCC(=O)Nc3cc(C)on3)nc3c(c2=O)SCC3)cc1
    11%, -22%, -4%, 1%, 1%, 21%, 53
COc1ccc(-c2ccnc3c(C(=O)O)cnn23)cc1
    -1%, -14%, 4%, 3%, 0%, -7%, 6
CC(OC(=O)c1ccc(-n2cnnn2)cc1)C(=O)Nc1ccccc1[N+](=O)[O-] (stereo not given)
    x, -32%, 0%, -12%, 4%, -7%, 0
Cc1ccccc1Cn1c(SCc2ccc(C(=O)N3CCCCC3)cc2)nc2ccncc21
    x, x, 1%, -2%, 25%, x, u
CC1(C(=O)NS(=O)(=O)C2CC2)CCN(C(=O)COc2ccc(Cl)cc2Cl)C1 (stereo not given)
    x, x, 3%, x, x, -6%, 26
Cc1c(NC(=O)CN2CCN(c3ccc(O)cc3)CC2)c(=O)n(-c2ccccc2)n1C
    0%, 0%, u, -26%, u, 1%, -10
CN1CCN(c2nc3c(c(=O)[nH]c(=O)n3C)n2CCOc2ccccc2)CC1
    -8%, -22%, -9%, 1%, -16%, -10%, 19
Cc1ccccc1NC(=O)C1CCC(C)(C(=O)O)C1(C)C (stereo not given)
    1%, -7%, 7%, 3%, u, 6%, -7
CCOC(=O)c1ccc(-n2c(C)nc3c(cnn3-c3ccccc3Cl)c2=O)cc1
    5%, 43%, -2%, -1%, -4%, -3%, -23
Cc1c(O)ccc2c(CC(=O)N[C@@H](Cc3c[nH]c4ccccc34)C(=O)O)cc(=O)oc12
    -1%, -24%, -11%, u, 2%, -2%, 68
Cc1oc(-c2ccccc2Cl)nc1CN1CCCCC1c1cccnc1 (stereo not given)
    2%, 63%[activator], 4%, -23%, 5%, 5%, 9
CC(=O)Nc1nonc1NC(=O)CSC1=NCCS1
    -2%, -9%, -10%, 0%, -12%, 9%, 7
CCOC(=O)c1ccc2c(c1)C1C=CCC1C(C(=O)OCC)N2 (stereo not given)
    -1%, -8%, u, 32µM*, u, -15%, 11
C=CCn1nc(C(=O)OCC)cc1-c1sc(NC(=O)c2ccccc2)nc1C
    x, x, 11%, x, x, -8%, -13
COCCn1c(-c2ccc(OC)c(OC)c2)nc2ccccc21
    -1%, 1%, 4%, 2%, u, 1%, 77
CC(C)c1nnc(NC(=O)c2cnccn2)s1
    -7%, -14%, -2%, -10%, u, 74%[activator], 44
Cc1ccc(S(=O)(=O)c2c(N)n(NC(=O)c3ccco3)c3nc4ccccc4nc23)cc1
    4%, -26%, 6%, 0%, u, 27%, 2
O=C(O)/C(=C\c1ccc(Cl)cc1)c1ccc(F)cc1
    4%, -26%, 0%, -7%, 1%, 18%, -22
Cc1cc(C(=O)N/N=C/c2ccccn2)c2ccccc2n1
    -5%, -8%, 4%, 2%, -13%, 47%[activator], -28
COc1ccccc1N1CCN(/N=C/c2cc([N+](=O)[O-])ccc2Cl)CC1
    -6%, -20%, 3%, 0%, -4%, u, -8
CC(=O)Nc1ccc(C(=O)CSc2ncn(-c3ccccc3)n2)cc1
    3%, 2%, -8%, -6%, 4%, 8%, 80
CCOc1ccc(S(=O)(=O)Nc2nc3ccccc3nc2N2CCN(C)CC2)cc1
    7%, 17%, -8%, -13%, -1%, 7%, 11
COc1cc(NC(=O)Cn2c(=O)n(Cc3ccco3)c(=O)c3sc4ccccc4c32)cc(OC)c1
    x, x, -3%, -2%, 8%, x, 26
COc1ccc(NC(=O)CN2C(=O)C(=O)c3ccccc32)c(OC)c1
    x, x, -8%, 5%, 21%, x, 49
Cc1cccc(NC(=O)C2CCCN(S(=O)(=O)c3ccc(-n4cnnn4)cc3)C2)c1 (stereo not given)
    2%, 116%[activator], 2%, 11%, -9%, -9%, -20
Cc1cccc(C)c1OCC(N)C(C)C (stereo not given)
    x, -2%, 3%, u, 3%, -6%, -4
COc1ccccc1Oc1ccc(NC(=O)c2ccc(Cl)cc2)cc1
    1%, -14%[2.29 µM], -7%, -2%, u, 17%, -25
CC1=C(C(=O)Nc2cc(Cl)ccc2C)C(c2cccs2)n2ncnc2N1 (stereo not given)
    x, x, -8%, 6%, 27%, x, -21
CC(=O)N1CCc2c(sc3c2c(=O)n(-c2ccccc2)c(=O)n3CC(=O)c2ccc(Cl)cc2)C1
    x, x, 4%, -3%, 20%, x, -4
O=C(NNS(=O)(=O)c1ccc(Cl)cc1)c1cc(-c2ccccc2)n[nH]1
    5%, u, 0%, 3%, -5%, 54%[activator], -17
N#CCN1CCC(c2cc(-c3ccco3)n[nH]2)CC1
    -5%, -23%, -10%, -33%, 6%, 6%, -3
COc1ccc(CCNC(=O)CC2SC(=NCCc3ccccc3)NC2=O)cc1OC (stereo not given)
    6%, 0%, -9%, -19%, -6%, -1%, -12
CCOC(=O)N1CCN(C(=O)C2CCCN(Cc3nc(-c4ccc(Cl)cc4)oc3C)C2)CC1 (stereo not given)
    1%, 140%[activator], -4%, 0%, u, 11%, u
C#CCOC(=O)Nc1cc(C)n(-c2ccccc2)n1
    2%, -14%, 0%, 8%, -7%, 5%, 29
COc1cccc(N2CCN(C3OC(=O)c4ccccc43)CC2)c1 (stereo not given)
    12%, -15%, 3%, u, 5%, -1%, 59
CCOC(=O)c1ccc2[nH]c3c(c2c1)CCCC3C(=O)OCC (stereo not given)
    0%, -1%, -10%, 1%, -12%, -13%, 4
Cc1ccc(NC(=O)CCC2CC(C)(C)OC2=O)cc1 (stereo not given)
    -1%, -10%, -5%, 0%, u, 0%, 0
CC(C)(C)c1nn(-c2ccccc2)c2[nH]c(=O)c(CNCc3ccc4c(c3)OCO4)cc12
    6%, 25%, -2%, 0%, -4%, 24%, -32
Cc1nc2nc(C)c(CCC(=O)NCCCN3CCN(c4cccc(Cl)c4)CC3)c(C)n2n1
    2%&-1%, 54%&27%, 1%&-4%, -26%, 0%&-1%, -12%&-1%, u
